Compound activity from PubChem.
CHRM4 PAM: potentiates acetylcholine response at human M4 receptor; P08173; activation, % at 3 µM; CHO-K1 hM4/Gqi5, Fluo-8 calcium fluorescence, ACh EC20; 0% = ACh EC20, 100% = maximal ACh; hit rate 0.4% among 360,000;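 active = activation above its plate's cutoff, the mean activation of sample wells plus 3 SD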; also: some results filed as inactive read as strong as hits
Target sequence (P08173 whole entry, looked up): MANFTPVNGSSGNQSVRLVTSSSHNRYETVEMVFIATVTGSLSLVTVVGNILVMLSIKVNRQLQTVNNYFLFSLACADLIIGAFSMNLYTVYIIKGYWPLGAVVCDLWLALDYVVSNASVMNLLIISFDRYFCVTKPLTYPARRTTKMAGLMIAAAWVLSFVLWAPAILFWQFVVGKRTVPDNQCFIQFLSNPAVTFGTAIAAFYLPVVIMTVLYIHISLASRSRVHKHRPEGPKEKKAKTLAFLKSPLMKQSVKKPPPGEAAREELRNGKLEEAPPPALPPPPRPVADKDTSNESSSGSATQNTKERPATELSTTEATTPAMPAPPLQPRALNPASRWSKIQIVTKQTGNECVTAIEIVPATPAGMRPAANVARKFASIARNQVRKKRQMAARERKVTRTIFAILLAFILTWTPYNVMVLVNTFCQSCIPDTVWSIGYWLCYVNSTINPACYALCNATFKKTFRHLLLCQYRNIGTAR
CRFBP-R2 block: antagonists of CRF-binding protein/CRF-R2 receptor complex; HEK293 CRF-R2/CRF-BP, CRF-induced calcium fluorescence; inhibition, % at 11.8 µM; hit rate 0.59% among 350,000; AID 588475;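 active = inhibition of the ligand-induced calcium signal above about 50% at the single tested concentration, limit read from the data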
M4 ag: CHRM4 agonism in calcium assay. P08173. CHO-K1 hM4/Gqi5, Fluo-8 calcium fluorescence; vehicle 0%, full acetylcholine response 100%. activation, % at 3 µM. hit rate 0.14% among 360,000;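 active = activation above the run mean over all test wells plus 3 SD, cut at about 32% in these data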;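 also: peak over basal fluorescence ratio per well then scaled between controls; 0% = DMSO wells and 100% = acetylcholine at EC100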
M4 antag: CHRM4 antagonism in calcium assay | P08173 | CHO-hM4 cells, ACh EC80, Fluo-8 calcium fluorescence | inhibition, % at 3 µM | hit rate 0.73% among 360,000 | AID 624125;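 active = inhibition above its plate's cutoff, the mean inhibition of sample wells plus 3 SD, cut at about 27% in these data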;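 also: 0% = acetylcholine EC80 with DMSO and 100% = DMSO without agonist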
IDE cell inh: inhibits human insulin-degrading enzyme in HEK cells; hit rate 0.41% among 320,000; AID 434962; FAbetaB cleavage, fluorescence polarization; inhibition, % at 5.59 µM;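 active = percent inhibition above the average of all tested compounds plus 3 SD, set per screening campaign, cut at about 16% in these data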;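 also: IDE supplied by intact live HEK cells; FP after avidin binding of uncleaved biotin substrate so inhibition keeps polarization high; 0% = DMSO wells and 100% = 60 µM reference IDE inhibitor Ii1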
M5 antag: antagonists of human muscarinic M5 receptor (CHRM5); P08912; hit rate 0.59% among 360,000; CHO-hM5 cells, Fluo-8 calcium fluorescence, ACh EC80; inhibition, % at 3 µM;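 active = inhibition above a per-plate cutoff, the mean of that plate's test compounds plus 3 SD, cut at about 27% in these data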;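 also: 0% = acetylcholine EC80 with DMSO and 100% = DMSO without agonist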
Target sequence (P08912 whole entry, looked up): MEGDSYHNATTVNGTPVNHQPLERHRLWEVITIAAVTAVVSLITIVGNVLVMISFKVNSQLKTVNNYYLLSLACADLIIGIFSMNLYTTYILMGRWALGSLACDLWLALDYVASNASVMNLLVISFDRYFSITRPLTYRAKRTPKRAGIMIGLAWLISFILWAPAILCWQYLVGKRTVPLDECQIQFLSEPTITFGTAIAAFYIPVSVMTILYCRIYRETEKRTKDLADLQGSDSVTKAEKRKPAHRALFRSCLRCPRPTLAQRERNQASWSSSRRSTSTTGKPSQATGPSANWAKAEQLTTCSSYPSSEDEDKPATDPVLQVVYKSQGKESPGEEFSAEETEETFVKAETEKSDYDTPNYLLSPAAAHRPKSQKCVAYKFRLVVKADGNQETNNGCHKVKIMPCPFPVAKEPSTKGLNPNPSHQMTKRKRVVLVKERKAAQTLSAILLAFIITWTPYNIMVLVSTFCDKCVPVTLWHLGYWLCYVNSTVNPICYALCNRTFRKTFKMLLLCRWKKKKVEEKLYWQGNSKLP
M5 ag: CHRM5 agonism in calcium assay; CHO-K1 hM5 cells, Fluo-8 calcium fluorescence; 0% DMSO wells, 100% maximal acetylcholine response; activation, % at 3 µM; hit rate 0.19% among 360,000; AID 624037;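 active = activation above the run's mean over test compounds plus 3 SD, cut at about 23% in these data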;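 also: signal is peak over basal fluorescence ratio across the kinetic read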
CRFR2-BP ag: CRF-BP/CRF-R2 complex agonism; HEK293 CRF-R2/CRF-BP, calcium dye fluorescence (FLIPR); percent of saturating CRF peptide response; activation, % at 13.2 µM; hit rate 0.46% among 350,000; AID 588473;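 active = activation of at least 50%, plus an integration ratio under a set limit after plate pattern correction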;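 also: plate controls were neutral control wells without compound for no effect and CRF at EC100 for full effect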
CHRM5 PAM: positive allosteric modulators of human muscarinic M5 receptor. P08912. activation, % at 3 µM. AID 624038. hit rate 0.3% among 360,000. CHO-K1 hM5, Fluo-8 calcium, ACh EC20 PAM; 0% = ACh EC20, 100% = ACh EC100;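 active = activation above the run cutoff, the mean activation of all test compounds plus 3 SD, cut at about 18% in these data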
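system = human M5 receptor in CHO-K1 cells | compound = one concentration, 3 µM final (nominal) | schedule = Post-acetylcholine fluorescence recording 140 s | signal = Fluo-8 calcium dye fluorescence, kinetic read | benchmarks = low control EC20 acetylcholine (0%), high control EC100 acetylcholine (100%) | repeats = singlicate, one well per test compound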
* hit, by the source's call; x = not tested or not shown.

Screens in order – M5 antag, CRFBP-R2 block, IDE cell inh, M5 ag, CRFR2-BP ag, M4 antag, CHRM4 PAM, CHRM5 PAM, M4 ag
CCN(CC)c1ncnc2sc(C(=O)N3CCN(c4ccccc4)CC3)c(C)c12
    3.9, -5.6, -1.0, -4.0, -1.6, -0.1, -0.6, -1.8, 1.6
COc1ccc(C(=O)C2CCCN(C(=O)CCC3=NNC(=O)CC3)C2)c(C)c1 (stereo unspecified)
    -5.5, 34.7, -2.1, -4.0, 0.3, -17.7, 9.4, -1.1, 2.1
CCOCCCNC(=O)c1ccc(N2CCCC2)c(NS(=O)(=O)c2ccc(C)cc2)c1
    -2.2, 10.1, 4.2, -7.2, 0.0, 3.4, -4.2, -0.4, 0.1
CSc1ccccc1C(=O)N1CCCCC1
    -2.4, 0.5, 13.9, 0.8, -0.4, -8.1, 2.1, 7.1, 0.8
COc1ccc(C(=O)N2CCCC(c3ccccc3)=N2)cc1
    -3.5, -43.8, 3.5, -1.6, -1.4, -5.8, 9.2, -0.3, 0.8
COc1ccccc1Oc1coc2c(CN(C)C)c(O)ccc2c1=O
    -0.8, 10.3, 1.2, 1.1, -1.9, -7.3, 14.0, 0.2, 0.9
CSC1=NC(C)(C)CC2(C)Nc3ccccc3N12 (stereo unspecified)
    -4.0, 8.2, -2.1, -0.8, -1.3, -1.6, -15.5, -2.2, 6.6
CC1Cc2ccccc2N1CC(=O)NC(=O)NCc1ccco1 (stereo unspecified)
    7.3, 9.6, 5.0, 0.4, -0.1, 4.5, 14.9, -6.4, -0.2
NS(=O)(=O)c1ccc(CCNC(=O)CNC(=O)Cc2cccc3ccccc23)cc1
    15.3, 2.6, -1.7, 0.7, -0.3, 11.5, -8.7, -9.1, 17.1
CC(NC(=O)COC(=O)C1CCN(c2ccc(C(F)(F)F)cn2)CC1)c1ccc(F)cc1 (stereo unspecified)
    2.9, -3.8, 8.3, -2.8, 0.5, -3.6, -10.6, -16.7, 16.4
Cc1c(C(=O)N2CCN(S(=O)(=O)c3ccccc3)CC2)oc2ccccc12
    6.0, -11.8, x, 7.9, 0.2, -7.3, 1.0, -8.2, 7.5
Cc1ccccc1-c1noc(-c2ccc(Cl)cc2)n1
    -2.7, 3.0, -0.6, -1.2, -1.4, -2.7, 1.8, -3.0, 0.8
COCc1cccc(-c2csc(C(NC(C)=O)c3ccc(F)c(F)c3)n2)c1 (stereo unspecified)
    6.5, x, x, -0.2, x, -0.1, -3.4, -1.5, 2.7
CCOC(=O)c1n[nH]n2c1nc(=O)c1ccccc12
    1.2, -5.5, x, -0.2, 2.0, -17.1, 1.2, -2.0, 0.1
CCOC(=O)c1ccc(N2C(=O)C3C(/C=C/c4ccccc4)OC4(C(=O)c5ccccc5C4=O)C3C2=O)cc1 (stereo unspecified)
    2.7, -14.0, 1.9, 0.3, 10.6, 5.4, 1.5, -3.3, 0.7
C=Cn1c(C(=O)O)cc(CC)c1-c1ccccc1
    0.1, -8.4, -5.1, 0.8, -0.2, -3.2, 2.2, -0.4, 1.0
O=C(CSc1ccc(-c2ccccn2)nn1)Nc1cccc(F)c1
    -4.8, 3.6, 1.8, 8.9, 0.1, -11.3, -0.4, -9.7, 14.2
O=C(Nc1ccc(Cl)c(Cl)c1)Nc1cc(S(=O)(=O)N2CCOCC2)ccc1N1CCCC1
    25.8, -8.4, 9.6, 3.1, -2.0, 15.2, -8.4, -14.5, 5.5
O=C(CN(c1ccccc1)S(=O)(=O)c1ccccc1)NCCSCc1ccco1
    -1.6, -14.9, -3.0, -0.8, -2.2, -8.2, -6.4, -4.0, 8.6
CCOc1ccc(-c2noc(-c3cccnc3)n2)cc1OCC
    -0.5, -1.8, 5.0, 2.1, -0.2, -4.2, -2.4, 0.9, 0.7
Cc1ccc(S(=O)(=O)NC(=O)Cn2nnc(-c3ccccc3)c2COc2ccc3ccccc3c2)cc1
    -4.9, x, x, -0.2, x, -16.6, 3.8, 3.7, -0.9
COc1ccccc1S(=O)(=O)Cc1ccc(C(=O)NC2CCCCC2)o1
    0.7, 6.4, 0.8, -1.1, -1.5, 15.9, 7.0, -1.8, 0.6
CN(C)S(=O)(=O)c1cccc(NC(=S)NC2CCCCC2)c1
    14.3, 12.8, 10.0, 4.7, 0.0, -0.5, -19.5, -24.3, 22.8
COc1ccc(Cl)cc1NC(=S)NC(=O)c1ccc2c(c1)OCO2
    3.4, -4.9, -0.9, -3.2, 3.4, -9.1, 3.6, 3.0, 0.2
O=C(NC(=S)Nc1ccc(NC(=O)c2ccco2)cc1)c1ccccc1
    -3.5, -15.0, 0.7, 3.0, 4.9, -10.6, 3.9, -3.2, 1.0
Nc1ccc(O)c(-c2nc3ccccc3s2)c1
    5.5, -15.1, 3.2, -1.2, 4.2, 4.2, -1.8, -4.2, 0.3
COc1cccc(C(=O)NCCS(=O)(=O)NCc2cccnc2)c1
    1.8, 5.4, 1.7, 0.2, -0.3, -15.8, 12.3, -6.8, 0.5
CCOC(=O)C1CCCN(S(=O)(=O)c2cnc(Cl)c(Br)c2)C1 (stereo unspecified)
    8.4, 2.6, 8.2, -4.4, 2.0, 9.8, -4.0, 0.1, 1.7
COCOc1cccc(CN2CCC2(C)C(=O)Nc2cc(OC)ccc2OC)c1 (stereo unspecified)
    4.9, x, x, -3.3, x, -8.6, -1.8, -7.7, 1.4
Cc1cc(C(=O)NC2CC(C)(C)Cc3c2cnn3-c2ccccc2)n(C)n1 (stereo unspecified)
    0.7, -5.4, 0.3, -3.8, -1.2, 3.8, -0.8, 1.5, 0.7
COC(=O)c1ccc(N2CCN(S(=O)(=O)c3ccc(C)cc3)CC2)c([N+](=O)[O-])c1
    -4.9, 17.8, 0.6, -5.4, -1.1, -0.6, 0.2, -9.3, 2.0
O=C(CNc1ccc2c(c1)OCO2)N/N=C\c1ccccc1Cl
    -2.6, -54.1, -0.4, -1.2, -0.2, 4.8, 6.7, 2.5, -0.4
COc1cc2c(cc1OC)[C@@H](NC(=O)C(C)C)[C@H](O)C2
    -4.7, 1.0, x, -1.9, 23.8, -18.4, 3.8, 1.1, 0.0
COc1ccc2nc(SC(C)C(=O)NC3CCCCC3)[nH]c2c1 (stereo unspecified)
    3.4, -6.5, x, -2.2, -1.8, 7.3, -5.4, -4.5, -0.5
COc1ccccc1Nc1ncnc2c1oc1ccccc12
    2.5, 13.6, 7.9, -6.3, -0.4, -5.3, 2.7, -7.7, 4.0
O=C(COc1cccc(Br)c1)N/N=C1\CCCc2ccccc21
    -6.8, -0.6, 4.4, -2.6, 0.8, 3.9, -4.8, 6.5, -0.4
COc1ccc(C(=O)NC2CCc3ccccc32)cc1OC1CCN(C(C)C)CC1 (stereo unspecified)
    28.1*, -2.2, -1.1, -5.5, -0.3, 4.7, 4.5, -5.7, 1.3
Nc1nc(CN2CCN(c3ccccn3)CC2)nc(Nc2ccc(Cl)cc2)n1
    -1.7, -25.9, 0.6, -10.6, -0.5, -18.5, 6.3, 0.6, 6.6
c1ccc(CCNc2c3c(nc4ncnn24)CCC3)cc1
    8.2, 9.1, 0.4, 2.4, -0.3, -0.1, -1.1, -11.0, 5.6
CCOc1ccc(-n2c(SC(C)C)nc3c(c2=O)SCC3)cc1
    10.1, 12.1, -0.3, -17.0, 2.7, 0.6, 0.3, -15.7, -2.1
CC(=O)NC1C(c2nc3ccccc3s2)=C(c2ccccc2)C(=O)N1c1ccc(C)cc1 (stereo unspecified)
    4.5, -1.8, 0.6, -0.6, -0.5, -2.4, 1.1, 1.3, -0.2
COc1cc2c(cc1NC(=O)C(C)Sc1cccc[n+]1[O-])oc1ccccc12 (stereo unspecified)
    7.8, -1.2, 2.6, -5.2, -0.9, 5.5, 0.2, -2.8, 1.7
CC1=CC(=C2C(=O)c3ccccc3C2=O)C=C(C)N1Cc1ccco1
    2.0, 27.6, 3.4, -1.4, 1.2, 6.1, -2.8, 1.7, 0.1
Cc1ccc(C)c(Cn2c(CN(C)Cc3ccccc3)nc3c2c(=O)n(C)c(=O)n3C)c1
    2.2, -1.9, 7.4, -5.1, -1.3, -18.9, 4.2, -10.9, 2.0
CCCCn1c(N)c(N(CC)C(=O)c2cc(OC)cc(OC)c2)c(=O)[nH]c1=O
    -6.2, 7.0, 2.4, 0.9, -1.3, -0.6, -2.8, 9.3, 0.8
CS(=O)(=O)N(CC(=O)O)c1cccc(Cl)c1
    -4.8, 0.7, 2.1, -4.3, -0.9, 2.1, -0.7, -9.4, -0.3
Cc1cc2oc(C(=O)NCc3ccncc3)c(C)c2cc1C
    -0.1, 3.6, -0.5, -1.1, -0.1, 6.5, -3.7, 2.1, 2.5
O=C(CCNC(=O)C1CCN(S(=O)(=O)c2ccc(F)cc2)CC1)NCCc1ccc(Cl)cc1
    2.5, -4.9, 2.3, -2.4, -1.9, -5.4, -4.7, -4.8, 3.5
Cc1ccc(C(=O)Nc2ccccc2C(=O)N2CC3(C)CC2CC(C)(C)C3)cc1 (stereo unspecified)
    5.7, 9.0, 2.7, -0.3, -0.8, 1.6, 0.7, -16.8, 2.7
Cc1ccnc(NC(=O)CCCc2c[nH]c3ccccc23)c1
    6.6, -0.5, -7.9, -3.6, -0.4, -0.8, 11.2, 2.7, 2.0

Next section.
Screens in order – M5 antag, CRFBP-R2 block, IDE cell inh, M5 ag, CRFR2-BP ag, M4 antag, CHRM4 PAM, CHRM5 PAM, M4 ag
COC(=O)c1c(NC(=O)c2ccc(N(C)S(=O)(=O)c3ccc(C)cc3)cc2)sc2c1CCCC2
    -0.1, 5.6, -1.5, -1.4, 3.2, 7.7, 0.4, -4.7, -0.3
CCc1ccccc1NC(=O)N[C@H](C(=O)O)C(C)CC (stereo partly specified)
    0.6, 25.4, 0.9, -2.5, 0.1, -1.8, 8.5, 8.0, 1.2
O=C(c1cccc(Cl)c1)N1CCN(C2CCCCC2)CC1
    1.2, -0.2, 4.7, -19.9, -0.1, -7.1, 3.3, 1.8, 1.5
CCN1CCCC1CNC(=O)c1ccc2c(c1)N(Cc1cccc(Cl)c1)C(=O)c1ccccc1S2(=O)=O (stereo unspecified)
    -4.9, 1.6, 1.8, -6.8, -1.2, -7.6, -5.1, 0.7, 4.1
CN(C)CCCNC(=O)c1cc(C(=O)c2ccccc2F)c[nH]1
    5.5, -7.7, 7.7, -4.7, 3.4, -3.0, -0.5, -1.0, 0.8
COc1cccc(NC(=O)CN(C)C(=O)c2cc(S(=O)(=O)N3CCCCCC3)ccc2OC)c1
    -3.0, -0.1, -3.2, -0.9, -2.1, -9.0, -3.9, 4.1, 3.9
O=[N+]([O-])c1ccc(CSc2ncnc3ccccc23)cc1
    1.4, -1.1, 0.5, -8.5, 1.1, -4.4, 3.2, -0.5, 0.3
CN(CC(O)COc1ccc2ccccc2c1)C1CCCCC1 (stereo unspecified)
    12.2, -11.0, 5.5, -8.7, 0.8, 0.2, -4.0, -1.2, 4.4
CCc1ccc2c(c1)Sc1ccccc1CC2N1CCN(C)CC1 (stereo unspecified)
    8.8, -27.9, 0.3, -12.1, 0.9, 32.6*, -71.7, -28.5, 25.3
COc1ccc(S(=O)(=O)NC(=O)C2(C)CCN2C(=O)C2(c3ccc(Cl)cc3)CCC2)cc1 (stereo unspecified)
    3.9, x, x, 0.6, x, -7.2, 4.2, 1.0, 0.5
COCCN(C(=O)CCC(=O)Nc1nccs1)C(C(=O)NCCC(C)C)c1ccc(OC)cc1 (stereo unspecified)
    -0.9, -3.0, 7.7, 0.5, 1.0, 2.4, -2.7, 7.4, 0.9

Hits appear at their usual frequency; overall some 2.9% were active at least once.
